Compound activity: PubChem, several laboratories
CRFBP-R2 agonist – CRF-BP/CRF-R2 complex agonism. HEK293 CRF-R2/CRF-BP, calcium dye fluorescence (FLIPR); percent of saturating CRF peptide response. activation, % at 13.2 µM. 350,000 tested, 0.46% active;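 active means activation of at least 50%, plus an integration ratio under a set limit after plate pattern correction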;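 further: plate controls were neutral control wells without compound for no effect and CRF at EC100 for full effect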
M4 ag – agonists of human muscarinic M4 receptor (CHRM4) | CHO-K1 hM4/Gqi5, Fluo-8 calcium fluorescence; vehicle 0%, full acetylcholine response 100% | activation, % at 3 µM | 360,000 tested, 0.14% active | AID 624127;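 active means activation above the run mean over all test wells plus 3 SD, cut at about 32% in these data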;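 further: peak over basal fluorescence ratio per well then scaled between controls; 0% = DMSO wells and 100% = acetylcholine at EC100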
CHRM5 PAM – positive allosteric modulators of human muscarinic M5 receptor. P08912. activation, % at 3 µM. 360,000 tested, 0.3% active. CHO-K1 hM5, Fluo-8 calcium, ACh EC20 PAM; 0% = ACh EC20, 100% = ACh EC100. AID 624038;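 active means activation above the run cutoff, the mean activation of all test compounds plus 3 SD, cut at about 18% in these data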
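system = human M5 receptor in CHO-K1 cells | compound = one concentration, 3 µM final (nominal) | schedule = Post-acetylcholine fluorescence recording 140 s | signal = Fluo-8 calcium dye fluorescence, kinetic read | benchmarks = low control EC20 acetylcholine (0%), high control EC100 acetylcholine (100%) | repeats = singlicate, one well per test compound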
M5 antag – antagonists of human muscarinic M5 receptor (CHRM5); P08912; CHO-hM5 cells, Fluo-8 calcium fluorescence, ACh EC80; inhibition, % at 3 µM; 360,000 tested, 0.59% active; AID 624040;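 active means inhibition above a per-plate cutoff, the mean of that plate's test compounds plus 3 SD, cut at about 27% in these data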;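 further: 0% = acetylcholine EC80 with DMSO and 100% = DMSO without agonist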
CHRM4 PAM – CHRM4 positive allosteric modulation; activation, % at 3 µM; 360,000 tested, 0.4% active; P08173; CHO-K1 hM4/Gqi5, Fluo-8 calcium fluorescence, ACh EC20; 0% = ACh EC20, 100% = maximal ACh;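 active means activation above its plate's cutoff, the mean activation of sample wells plus 3 SD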; further: some results filed as inactive read as strong as hits
M4 antag – blocks acetylcholine activation of human M4 receptor | CHO-hM4 cells, ACh EC80, Fluo-8 calcium fluorescence | inhibition, % at 3 µM | P08173 | 360,000 tested, 0.73% active;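 active means inhibition above its plate's cutoff, the mean inhibition of sample wells plus 3 SD, cut at about 27% in these data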;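 further: 0% = acetylcholine EC80 with DMSO and 100% = DMSO without agonist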
CRFBP-R2 block – blocks CRF-induced signaling of the CRF-BP/CRF-R2 complex; 350,000 tested, 0.59% active; HEK293 CRF-R2/CRF-BP, CRF-induced calcium fluorescence; inhibition, % at 11.8 µM; AID 588475;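 active means inhibition of the ligand-induced calcium signal above about 50% at the single tested concentration, limit read from the data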
IDE inh – inhibitors of human insulin-degrading enzyme in cells; P14735; HEK cells, FAbetaB cleavage, fluorescence polarization; 320,000 tested, 0.41% active; inhibition, % at 5.59 µM;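 active means percent inhibition above the average of all tested compounds plus 3 SD, set per screening campaign, cut at about 16% in these data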;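 further: IDE supplied by intact live HEK cells; FP after avidin binding of uncleaved biotin substrate so inhibition keeps polarization high; 0% = DMSO wells and 100% = 60 µM reference IDE inhibitor Ii1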
Target sequence (P14735 whole entry, looked up): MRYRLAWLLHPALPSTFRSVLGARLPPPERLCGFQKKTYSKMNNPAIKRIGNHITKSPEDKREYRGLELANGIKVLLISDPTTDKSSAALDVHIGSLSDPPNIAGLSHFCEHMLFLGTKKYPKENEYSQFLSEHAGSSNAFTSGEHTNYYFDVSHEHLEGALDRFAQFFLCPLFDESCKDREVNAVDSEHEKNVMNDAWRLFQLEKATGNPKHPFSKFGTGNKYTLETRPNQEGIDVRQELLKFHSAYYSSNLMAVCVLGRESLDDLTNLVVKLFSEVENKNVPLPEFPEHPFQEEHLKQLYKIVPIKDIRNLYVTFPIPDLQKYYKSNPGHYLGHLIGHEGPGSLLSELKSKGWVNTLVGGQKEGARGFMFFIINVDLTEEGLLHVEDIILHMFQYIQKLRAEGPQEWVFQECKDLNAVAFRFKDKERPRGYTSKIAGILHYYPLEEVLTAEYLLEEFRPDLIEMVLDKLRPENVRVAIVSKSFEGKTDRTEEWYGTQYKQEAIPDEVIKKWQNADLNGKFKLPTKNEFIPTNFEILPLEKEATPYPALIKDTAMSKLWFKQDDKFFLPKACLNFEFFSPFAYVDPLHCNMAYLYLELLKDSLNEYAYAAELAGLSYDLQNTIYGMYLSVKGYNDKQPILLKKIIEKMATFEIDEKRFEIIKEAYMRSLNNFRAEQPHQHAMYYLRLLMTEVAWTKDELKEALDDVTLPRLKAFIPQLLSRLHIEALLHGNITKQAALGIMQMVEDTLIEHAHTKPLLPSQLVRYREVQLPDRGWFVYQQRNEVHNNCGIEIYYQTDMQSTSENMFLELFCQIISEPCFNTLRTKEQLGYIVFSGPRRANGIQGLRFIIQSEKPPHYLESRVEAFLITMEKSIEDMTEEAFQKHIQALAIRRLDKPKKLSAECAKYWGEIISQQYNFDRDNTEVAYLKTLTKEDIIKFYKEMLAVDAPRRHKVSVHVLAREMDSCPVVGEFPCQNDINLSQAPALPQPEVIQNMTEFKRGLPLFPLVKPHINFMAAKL
M5 ag – CHRM5 agonism in calcium assay | 360,000 tested, 0.19% active | activation, % at 3 µM | CHO-K1 hM5 cells, Fluo-8 calcium fluorescence; 0% DMSO wells, 100% maximal acetylcholine response | AID 624037;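 active means activation above the run's mean over test compounds plus 3 SD, cut at about 23% in these data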;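 further: signal is peak over basal fluorescence ratio across the kinetic read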
Numbers without * were called inactive; . = no result given.

SMILES	CRFBP-R2 agonist	M4 ag	CHRM5 PAM	M5 antag	CHRM4 PAM	M4 antag	CRFBP-R2 block	IDE inh	M5 ag
N#Cc1ccc(N2Cc3ccccc3/C2=N/C(=O)Nc2ccc(Cl)cc2)cc1	2.9	2	-4	11	5	0	9	1	-3
CC(Sc1nnc(NCc2ccccc2)s1)C(=O)Nc1ccc2c(c1)C(=O)c1ccccc1C2=O (configuration not stated)	-0.8	14	-13	17	-10	4	5	1	-1
O=C(NCc1ccc2c(c1)OCO2)C1CCN(S(=O)(=O)c2cccs2)CC1	0.9	1	-4	6	-5	11	-23	-3	0
COc1ccc(NC(=O)C(c2ccccc2)c2ccccc2)cn1	-2.6	13	-3	-4	12	-15	12	-1	-1
CCn1c(OC)nc2c1c(=O)n(C)c(=O)n2C	-2.6	1	1	2	7	-1	5	-2	4
CSc1ccccc1NC(=O)c1cc(-c2cccs2)on1	-1.5	-1	2	5	10	8	1	-4	1
COc1cc(/C=N\Nc2cc(=O)n(C)c(=O)n2C)ccc1O	1.8	1	2	-2	9	-1	14	1	0
CC(=O)NCC(=O)NNC1CC(=O)N(c2cccc(Cl)c2)C1=O (configuration not stated)	-0.6	0	2	4	17	-8	12	-4	0
Cc1ccc(/C=N/n2c(C)cc(C)c(C#N)c2=O)o1	-4.4	1	-4	7	6	6	16	6	-1
COc1cc(NC(=O)Nc2nnc([C@@H]3C[C@H](O)[C@@H](CO)O3)s2)cc(OC)c1OC	.	1	-2	3	1	-1	.	.	1

Sorted by value in M5 ag (descending): 4 of the compounds above.
canonical_smiles	CRFBP-R2 agonist	M4 ag	CHRM5 PAM	M5 antag	CHRM4 PAM	M4 antag	CRFBP-R2 block	IDE inh	M5 ag
CCn1c(OC)nc2c1c(=O)n(C)c(=O)n2C	-2.6	1	1	2	7	-1	5	-2	4
O=C(NCc1ccc2c(c1)OCO2)C1CCN(S(=O)(=O)c2cccs2)CC1	0.9	1	-4	6	-5	11	-23	-3	0
CC(Sc1nnc(NCc2ccccc2)s1)C(=O)Nc1ccc2c(c1)C(=O)c1ccccc1C2=O (configuration not stated)	-0.8	14	-13	17	-10	4	5	1	-1
N#Cc1ccc(N2Cc3ccccc3/C2=N/C(=O)Nc2ccc(Cl)cc2)cc1	2.9	2	-4	11	5	0	9	1	-3

The results go on.
SMILES	CRFBP-R2 agonist	M4 ag	CHRM5 PAM	M5 antag	CHRM4 PAM	M4 antag	CRFBP-R2 block	IDE inh	M5 ag
COC(=O)C1CCN(C2CN(Cc3ccc(C)cc3)S(=O)(=O)C2)CC1 (configuration not stated)	.	0	-5	-1	8	-4	.	.	2
Cc1ccc(S(=O)(=O)C2C(=O)N(C)C3(C)CC2c2ccccc2O3)cc1C (configuration not stated)	-1.6	0	9	-7	2	-5	15	9	-4
Cc1nn(CC(=O)NC(C)c2ccccc2)c(C)c1[N+](=O)[O-] (configuration not stated)	-3.5	0	-1	1	-8	-3	11	12	0
COc1ccccc1NS(=O)(=O)c1cc([N+](=O)[O-])ccc1N/N=C/c1c[nH]c2ccccc12	37	2	0	5	-2	7	-58	2	-1
O=c1[nH]c(SCc2cccc(F)c2)nc2ccccc12	-1.1	8	-5	-2	-16	-9	11	2	2
Fc1ccc(CSc2nncn2NCc2ccccc2)cc1	0.5	1	1	2	-6	-19	8	2	-1
COc1cc(CNC2CCCC2)cc(Cl)c1OCc1ccccc1Cl	-1.3	25	5	3	-11	19	-68	-3	7
CC(NC(=O)CSc1nnnn1C1CC1)c1ccccc1Br (configuration not stated)	-0.3	1	2	8	8	7	0	-2	-3
N#Cc1c(-c2ccncc2)cc(-c2ccc(F)cc2)nc1N	-1.0	2	7	-5	1	-5	0	-4	-2
CCOc1ccc(CCNC(=O)C(O)c2ccccc2)cc1 (configuration not stated)	-0.4	0	-3	-2	5	0	-2	3	-3

A few values from the results shown.
CC(NC(=O)CSc1nnnn1C1CC1)c1ccccc1Br (configuration not stated) in CRFBP-R2 block is entered as 0
Fc1ccc(CSc2nncn2NCc2ccccc2)cc1 in IDE inh is entered as 2

Other results
SMILES	CRFBP-R2 agonist	M4 ag	CHRM5 PAM	M5 antag	CHRM4 PAM	M4 antag	CRFBP-R2 block	IDE inh	M5 ag
COc1ccc(NC(=O)CC2SC(=NCC3CCCO3)NC2=O)c([N+](=O)[O-])c1 (configuration not stated)	-2.0	0	-2	-7	0	-4	2	0	2
O=C(CCC(=O)N1CCOCC1)NCc1cccc(C(F)(F)F)c1	-0.7	-1	0	10	2	3	4	3	1
COc1ccc(-c2coc3cc(O)cc(O)c3c2=O)cc1OC	-0.9	0	-4	14	9	-8	11	-4	-1
COc1ccc(-c2cn3cccc(C)c3n2)cc1Br	-2.2	0	-4	-1	-12	5	13	1	0
O=C1Cc2cccc(=O)c(O)c2C(=O)O1	0.3	1	0	1	5	-6	-13	.	0
CCOC(=O)c1cc(C(=O)c2cc(F)ccc2O)coc1=N	-0.9	0	-3	-4	-1	3	6	2	-2
COc1cccc(NC(=O)Nc2ccccc2Br)c1	-1.4	1	-7	9	2	-1	14	-2	-6
COc1cccc(NC(=O)CN(C)CC(=O)Nc2cccc(C(F)(F)F)c2)c1	0.6	6	-1	-2	5	-10	1	0	-4
O=C(NCc1ccc(F)cc1)C(=O)NCC1OCCN1C(=O)c1ccc(Cl)cc1 (configuration not stated)	-5.4	1	-10	2	-7	-1	60*	-3	-1
CC(=O)NC(c1ccc([N+](=O)[O-])cc1)c1c(O)ccc2ccccc12 (configuration not stated)	-0.3	4	-6	15	-7	-4	-35	-8	-2
COc1cccc(CN(C(=O)c2ccco2)C(C(=O)NC2CCCC2)c2cccnc2)c1 (configuration not stated)	-1.1	2	2	-2	17	0	8	-1	1
O=C(NCc1ccc(Cl)cc1)c1cccc(NC(=O)c2ccccc2)c1	-3.7	12	-9	13	-9	3	1	1	1
O=C(/C=C/c1ccc([N+](=O)[O-])cc1)NCCSCc1ccco1	0.1	2	-2	-1	-5	6	20	5	0
Cc1ccc(Cn2ccc(NC(=O)c3noc4c3CCc3ccccc3-4)n2)cc1	-0.2	4	2	-2	5	-9	0	-2	-1
Cc1ccc2cc(CN(C(=O)c3cccs3)c3ccccc3)c(=O)[nH]c2c1	2.1	0	0	0	2	-4	-17	3	3
O=C(CCCOc1ccc(Cl)cc1)Nc1nncs1	-0.3	3	-1	1	1	-2	-4	1	1
O=C(NCCCn1ccnc1)c1[nH]c(C(F)(F)F)nc1-c1ccccc1	.	0	11	-16	-1	-10	.	.	2
O=C(NCCC1=CCCCC1)c1cc(S(=O)(=O)N2CCOCC2)ccc1F	-1.1	3	3	2	1	-4	-8	3	0
O=C(C1CCCCC1)N1CCCc2ccccc21	0.7	0	5	-1	6	-8	-7	0	-5
CCOC(=O)c1ccc(NC(=O)CCNc2c(N3CCCC3)c(=O)c2=O)cc1	0.7	1	1	2	0	12	-31	0	1
COc1ccc2nc3ccccc3nc2c1NC(=O)c1ccccc1Cl	-2.4	7	-14	28*	-10	3	8	9	0
CCCc1cc(=O)[nH]c(SCC(=O)Nc2nc(-c3ccccc3)cs2)n1	-0.8	10	-13	17	-1	9	1	4	1
C/C(=N/NC(=O)c1ccccn1)c1ccc(O)cc1	-0.1	1	-2	6	-14	12	4	3	4
CCOC(=O)N1CCN(Cc2nc(-c3cccs3)no2)CC1	-0.5	-1	0	-2	5	-4	5	-2	1
CCc1nc2ccccc2n1CC(O)COc1ccc(NC(C)=O)cc1 (configuration not stated)	-0.2	1	6	-5	2	0	-6	-4	-3
Cc1ccc(N=Nc2c(N)n[nH]c2N)cc1	-3.6	-1	2	7	-1	-1	26	5	-6
COc1ccc2c(C)c(CC(=O)N3C[C@H]4C[C@@H](C3)c3cccc(=O)n3C4)c(=O)oc2c1OC	0.8	1	-1	0	-2	-7	-6	-3	0
COc1c2c(c(OC)c3ccccc13)[C@@]1(OC2)O[C@H](CCO)C[C@H](O)[C@H]1O	1.0	0	4	0	1	-1	101*	.	1
C/C(=N\NC(=O)c1nnn(-c2nonc2N)c1-c1cccs1)c1cccnc1	-0.8	3	-2	8	-1	2	-22	-4	1
O=C(COC(=O)c1ccccc1Br)NC1CCCCCCC1	-2.1	3	0	-2	0	-8	5	6	0
CC(C)NC(=O)N(C)C[C@H]1OCCCC[C@H](C)Oc2ccc(NS(=O)(=O)c3ccccc3)cc2C(=O)N([C@H](C)CO)C[C@H]1C	0.7	1	-3	17	-4	6	5	.	-1
COC(=O)[C@@]1(Cc2ccc(F)cc2)[C@H]2c3cc(C(=O)N(C)C)n(Cc4cc(C)n(C)n4)c3C[C@H]2CN1C(=O)c1ccccc1	.	4	-8	2	-3	0	.	.	2
COc1ccc2c(c1)c1nnc(SCC(=O)Nc3ccccc3F)nc1n2C	0.5	0	-2	-2	9	-8	22	-6	-2
CN(C)c1ccc(N=Cc2nc(-c3ccccc3)oc2OC(=O)c2ccccc2)cc1	6.5	2	-3	8	-2	6	-28	6	-1
O=P1(c2ccccc2)C=Cn2c1cc1c2CCCC1 (configuration not stated)	2.3	1	-1	-5	12	-5	-2	-4	2
Cc1ccc(NC(=O)CS(=O)CC(=O)N2CCN(c3ccccc3)CC2)cc1 (configuration not stated)	-0.1	-1	-1	13	-9	9	4	0	-4

Quoted from the listing, 4 compounds:
SMILES	CRFBP-R2 agonist	M4 ag	CHRM5 PAM	M5 antag	CHRM4 PAM	M4 antag	CRFBP-R2 block	IDE inh	M5 ag
COc1ccc2c(c1)c1nnc(SCC(=O)Nc3ccccc3F)nc1n2C	0.5	0	-2	-2	9	-8	22	-6	-2
CN(C)c1ccc(N=Cc2nc(-c3ccccc3)oc2OC(=O)c2ccccc2)cc1	6.5	2	-3	8	-2	6	-28	6	-1
O=P1(c2ccccc2)C=Cn2c1cc1c2CCCC1 (configuration not stated)	2.3	1	-1	-5	12	-5	-2	-4	2
Cc1ccc(NC(=O)CS(=O)CC(=O)N2CCN(c3ccccc3)CC2)cc1 (configuration not stated)	-0.1	-1	-1	13	-9	9	4	0	-4
